aDG glyco up: alpha-DG glycosylation activation; Pro5-aDG cells, alpha-DG glycosylation AlphaScreen (IIH6); 0% Pro5, 100% B10-LARGE cell signal; activation, % at 10 µM; hit rate 0.22% among 360,000; AID 624168;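 active = activation of at least 8% versus controls, or a plate z-score of at least 8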;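 also: Pro5 are CHO cells carrying HIG-tagged alpha-DG that lacks glycosylation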
MC4R barr agon: human MC4R agonism via beta-arrestin; hit rate 0.98% among 360,000; AID 540308; U2OS MC4R beta-arrestin complementation, luminescence; percent of melanotan II response, DMSO zero; P32245; activation, % at 8.9 µM;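 active = activation above a per-plate cutoff, the mean activation of sample wells on that plate plus 3 SD, cut at about 8% in these data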
Cardio protect: modulators protecting cardiomyocytes from myocardial damage; hit rate 0.63% among 360,000; AID 588492; H9c2 cardiomyocytes, H2O2 injury protection, ATPLite, 2 h; protection from H2O2 cell death, % at 20 µM;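 active = compounds giving at least 50% protection of heart cells from peroxide-induced death in the single-dose screen, raw or plate-pattern-corrected value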;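 also: 0% = DMSO wells with peroxide and 100% = DMSO wells without peroxide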
hiPSC survival: increases survival of single human iPS cells | survival enhancement, % at 20 µM | hiPSC single-cell survival, ATPlite luminescence; 100% = ROCK inhibitor wells, 0% = DMSO | hit rate 0.044% among 360,000; in the data active = survival enhancement above about 18%;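 also: cells exposed to compounds for 16 hours before the ATP read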
ABCB6 inh 2: blocks the human ABCB6 transporter | K562-ABCB6 porphyrin accumulation, flow cytometry, 1 h; hits give low values | hit rate 0.19% among 360,000 | Q9NP58 | fluorescence ratio to DMSO, % at 10 µM;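 active = fluorescence ratio to DMSO below 75%, the collection mean minus 3 SD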;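 also: signal is porphyrin accumulated inside mitochondria; 100% equals median channel fluorescence of DMSO control wells; lower ratio means ABCB6 inhibition with less porphyrin fluorescence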
Granule exo inh: blocks lytic granule exocytosis | TALL-104 LAMP-1 surface exposure, flow cytometry; cells stimulated with thapsigargin and PMA | inhibition, % at 10 µM | hit rate 0.66% among 360,000;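 active = inhibition above about 55%, limit read from the data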
MC4R antagonist: human MC4R antagonism in cAMP assay. P32245. MC4R-expressing cells, MTII-stimulated cAMP, LANCE TR-FRET. inhibition, % at 6.5 µM. hit rate 0.48% among 360,000. AID 540295;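 active = inhibition above its plate's cutoff, the mean of tested wells on that plate plus 3 SD, cut at about 29% in these data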;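 also: 0% = Melanotan II alone and 100% = Melanotan II plus saturating MCL0020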
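Material – human MC4R-expressing U2OS cells · Repeats – no replicates · Detection – TR-FRET with Eu-cAMP and labeled anti-cAMP, 671 nm · Times – compound 30 min, challenge 1 h, detection 1 h · Compound – single nominal compound dose of 6.5 µM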
N-glyco inh: blocks N-linked glycosylation in D54 reporter cells | D54 ERlucT glycosylation luciferase reporter, 24 h; percent of 100 nM tunicamycin response | reporter increase, % at 12.5 µM | hit rate 0.23% among 360,000;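 active = mean luciferase reporter signal, scaled so untreated is 0 and the glycosylation-blocking control 100, at or above a set limit in every replicate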;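 also: luciferase carries N-glycosylation sites so blocking glycosylation raises the light; 0% = median of neutral control wells and 100% = median of 100 nM tunicamycin wells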
HTR2A ag: activates the mouse 5-HT2A serotonin receptor; hit rate 0.66% among 360,000; AID 624169; activation, % at 7.6 µM; P35363; CHO-K1 mHTR2A beta-arrestin complementation, luminescence; percent of 30 µM serotonin response;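 active = activation above a run cutoff, the mean activation of all tested compounds plus 3 SD, cut at about 14% in these data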;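 also: 0% = plate median of compound wells and 100% = 30 µM serotonin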
ABHD5-PLIN5 inh: inhibitors of human ABHD5-perilipin-5 interaction | Split G. princeps luciferase complementation, luminescence, 4 h | inhibition, % at 4 µM | hit rate 0.78% among 360,000 | AID 602281;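 active = inhibition above the mean inhibition across every tested compound plus 3 SD, cut at about 22% in these data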;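 also: 0% = DMSO only wells and the 100% control is not disclosed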
Target sequence (Q00G26 whole entry, looked up): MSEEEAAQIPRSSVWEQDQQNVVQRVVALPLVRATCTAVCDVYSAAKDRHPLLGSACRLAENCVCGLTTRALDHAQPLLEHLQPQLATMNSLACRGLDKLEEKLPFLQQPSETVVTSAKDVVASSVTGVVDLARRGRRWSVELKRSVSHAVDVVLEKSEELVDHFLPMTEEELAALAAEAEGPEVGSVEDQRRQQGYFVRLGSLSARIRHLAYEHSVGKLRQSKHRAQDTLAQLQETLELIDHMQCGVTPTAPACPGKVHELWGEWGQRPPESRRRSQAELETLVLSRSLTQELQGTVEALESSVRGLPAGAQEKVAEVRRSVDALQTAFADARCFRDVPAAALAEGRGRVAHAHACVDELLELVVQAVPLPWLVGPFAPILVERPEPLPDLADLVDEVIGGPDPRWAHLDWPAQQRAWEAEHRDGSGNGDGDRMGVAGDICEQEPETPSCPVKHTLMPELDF
Target sequence (Q8WTS1 whole entry, looked up): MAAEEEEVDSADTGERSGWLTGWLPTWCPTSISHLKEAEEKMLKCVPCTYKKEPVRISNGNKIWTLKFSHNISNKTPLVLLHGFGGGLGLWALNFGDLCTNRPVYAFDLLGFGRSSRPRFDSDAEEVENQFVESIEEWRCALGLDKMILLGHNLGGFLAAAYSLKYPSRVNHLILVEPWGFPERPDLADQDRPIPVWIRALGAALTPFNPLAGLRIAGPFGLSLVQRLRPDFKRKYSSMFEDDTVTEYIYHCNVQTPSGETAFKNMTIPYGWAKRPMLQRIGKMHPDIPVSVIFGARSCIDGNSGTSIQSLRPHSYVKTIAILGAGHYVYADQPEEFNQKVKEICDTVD
* hit, by the source's call; nt = not tested or not shown; & = joins results of further samples.

molecule	aDG glyco up	MC4R barr agon	Cardio protect	hiPSC survival	ABCB6 inh 2	Granule exo inh	MC4R antagonist	N-glyco inh	HTR2A ag	ABHD5-PLIN5 inh
Nc1nc(N2CCN(C(=O)c3ccco3)CC2)nc2ccc(Br)cc12	0.2	-1.5	41	-0.6	98	36	4	-6	-1	12
O=C(NNS(=O)(=O)c1ccc(F)cc1)c1cc2ccccc2cc1O	-0.1	-0.1	-1	-0.3	103	0	11	0	6	-1
COc1cc(C(=O)N/C(=C\c2cn(S(=O)(=O)N(C)C)c3ccccc23)C(=O)NCCCO)cc(OC)c1OC	0.2	-1.1	-5	-1.1	96	2	-5	5	0	-3
CC(=O)NC(C)C(=O)OCc1ccc(Cl)cc1Cl (stereo not drawn)	0.2	-2.0	2	5.9	95	3	-1	0	5	5
C=CCn1c(O)c(N=NC(=S)Nc2ccc(OC)c(Cl)c2)c2ccccc21	0.4	-3.5	21	-1.2	97	2	10	13	-1	-4
CN1CCN(C(=O)c2cnn(-c3ccccc3)c2NC(=O)c2ccccc2Br)CC1	-0.1	0.0	3	-0.5	98	14	3	2	0	-4
COc1ccc(NC(=S)N/N=C/c2ccc(F)c(F)c2)cc1	-0.1	14*	-5	0.4	96	-2	12	1	0	-7
Cc1cc(NC(=O)c2ccc(S(=O)(=O)N3CCCC3)cc2)nc2c1c(=O)oc1ccccc12	-0.4	-1.9	22	-1.2	81	6	7	5	0	1
COc1cc(NC(=O)c2cc([N+](=O)[O-])ccc2NC(=O)CN2CCN(c3ccccn3)CC2)cc(OC)c1	-1.1	-2.5	55*	1.9	88	8	11	3	-6	-2
O=S1(=O)C=C(SCCN2CCCCC2)c2ccccc21	0.0	0.3	6	-1.3	94	63*	-1	3	0	6
COc1ccc(CC(=O)Nc2cc(S(=O)(=O)N3CCCCC3)ccc2N2CCN(C)CC2)cc1	-0.3	-2.5	5	-1.5	105	12	9	-2	-4	1
CCOC(=O)c1c(C)n(CC(O)c2ccccc2)c2ccc(O)cc12 (stereo not drawn)	-0.4	-3.1	5	1.1	266	-2	-2	2	-7	-5
CCC(Sc1nc2ccsc2c(=O)n1Cc1ccc(C(=O)O)cc1)C(=O)Nc1cccc(OC)c1 (stereo not drawn)	0.2	-2.3	-1	2.3	86	-5	9	1	3	-2
COc1ccc(CN2CCc3ccccc3C2)c(OC)c1OC	0.0	1.8	3	-0.2	99	1	2	0	-4	8
CC(C)(C)C(=O)c1c(N)[nH]c(C(=O)c2ccccc2)c1-c1ccc(F)cc1	0.2	nt	nt	0.1	100	6	nt	nt	-9	-1
CCOc1ccc(NC(=O)CN(C)C(=O)CCCn2c(=O)oc3ccccc32)cc1OCC	0.2	-2.8	2	0.3	101	0	0	2	-2	-2
CS(=O)(=O)Nc1ccc(C2=NN(S(=O)(=O)c3ccc(F)cc3)C(c3ccco3)C2)cc1 (stereo not drawn)	-0.2	-3.8	-8	3.6	94	-2	2	-1	-5	9
CCOC(=O)Nc1ccc(OC)cc1S(=O)(=O)N1CCCCC1	-0.4	-1.4	3	-4.2	98	0	0	2	-6	-1
Cc1ccsc1CN(C)C(=O)CN1C(=O)NC2(CCCc3ccccc32)C1=O (stereo not drawn)	0.0	0.0	-6	0.3	91	-4	1	0	-2	-16
C=C(CN(C)C)C(=O)c1ccc(C)cc1C	-0.4	-3.8	-21	-2.7	99	9	21	-16	-9	60*
Cc1ccc(S(=O)(=O)N2CCCC2C(=O)OCc2nc3ccccc3s2)cc1 (stereo not drawn)	0.0	1.4	-6	-2.6	93	-1	14	0	0	-8
CSc1cccc(CN2CCC(CO)(Cc3cccc(C(F)(F)F)c3)CC2)c1	0.0	3.6	-3	-0.1	97	5	3	-4	2	11
CCC1Nc2ncnc(N3CCOCC3)c2N(Cc2ccc(Br)cc2)C1=O (stereo not drawn)	0.0&0.0	-1.9	16&8	6.6&-2.1	94&93	-2&-2	3	-1&4	1&-4	-4&-6
CC1CN2C(c3ccc(Cl)cc3)=CSC2=N1 (stereo not drawn)	-0.1	-1.4	-4	0.1	98	17	6	1	-1	5
CCc1ccc(N2CC(C(=O)Nc3cccc(C(=O)NC4CC4)c3)CC2=O)cc1 (stereo not drawn)	0.0	-0.7	-3	0.2	95	-1	5	-1	-3	-5
Cn1nccc1C(=O)N1CCN(c2ncccn2)CC1	-0.2	-0.6	10	2.3	98	0	-6	-1	7	-3
Cc1cc[n+](-c2[nH]c(=O)sc2/C=N/N=C(\[O-])c2ccncc2)cc1	-0.3	-3.9	4	-0.1	93	0	-12	1	-5	-6
COc1ccc(-c2ccccc2NC(=O)C2CCCN(Cc3ccco3)C2)cc1 (stereo not drawn)	0.2	-2.9	0	-0.4	102	-1	10	nt	3	4
COc1cccc(C(CC(=O)NCCN2CCOCC2)NS(=O)(=O)c2ccc(C)cc2)c1OC (stereo not drawn)	-0.1	0.3	2	0.2	103	1	3	0	4	9
CCCc1cc(NC(=O)COC(=O)c2nccnc2N)n(-c2ccccc2)n1	-0.1	-0.7	-1	-0.4	114	22	6	1	2	4
COc1ccc(-c2nc3ccc(Cl)cn3c2Cc2ccccc2)cc1OC	0.2	nt	8	0.9	132	-3	nt	0	9	-1
Cn1c(-c2ccc(Br)o2)nc2cc(Br)ccc21	1.0	0.0	-22	-1.0	94	-2	-1	-1	-8	2
Nc1nnnn1/N=C/c1ccccc1C(F)(F)F	-0.4	0.6	4	7.8	100	-10	12	3	-3	2
COC(=O)c1sccc1NC(=O)CC1NCCNC1=O (stereo not drawn)	-0.1	1.7	2	2.5	97	-1	1	3	2	5
COc1cccc(N(C(=O)CNC(=O)c2ccco2)C(C(=O)NC2CCCC2)c2ccncc2)c1 (stereo not drawn)	-0.2	-2.7	-4	-3.6	111	2	1	-1	7	-5
NC(=O)c1ccc(Oc2ccc3ccc(=O)oc3c2)c([N+](=O)[O-])c1	0.1	-1.6	-7	2.8	98	-7	18	1	0	-1
Cn1c(=O)c2c(SCC(=O)Nc3cccc(F)c3)nc(-c3ccco3)nc2n(C)c1=O	0.0	-1.8	-4	-0.4	99	-1	-6	-5	4	2
N#CC1=C(N)Oc2cc(N)ccc2C1c1cc(Br)cs1 (stereo not drawn)	-0.2	-0.3	-4	-0.5	106	31	-2	6	0	15
O=C(CNC(=S)N(Cc1ccc(F)cc1)C1CCCCC1)NC1CC1	0.1	-1.7	1	0.4	99	-1	3	0	4	-4
Cc1cc(C)c(OCC(=O)Nc2ccc(NC(=O)c3ccco3)cc2)c([N+](=O)[O-])c1	0.3	13*	-5	1.4	93	0	4	-4	3	3
CCCOC(=O)c1ccc(NC(=O)c2ccccc2OC)cc1	0.7	-2.0	-3	-1.2	99	8	11	0	3	3
C=CCC(CC=C)(C(N)=O)c1ccccc1	-0.4	-1.3	7	0.3	100	-4	12	-1	-6	-2
COc1ccc(S(=O)(=O)NCCCCCC(=O)O)cc1C(=O)O	0.0	-3.3	7	0.5	93	0	3	0	3	-5
O=C(NN1CCOCC1)c1ccc(Br)s1	-0.1	-2.1	2	-0.5	90	2	7	1	2	3
CCOc1ccc(S(=O)(=O)N(CC(=O)Nc2cc(C)on2)Cc2ccccc2Cl)cc1	-0.1	4.1	-1	-0.9	98	-5	17	0	-2	-12
OCC[C@@H]1C[C@@H](O)[C@H](O)[C@@]2(OCCc3ccccc32)O1	0.0	-0.2	-1	-2.5	103	-5	4	2	8	-1
COc1cccc(F)c1C(=O)NC(=O)Nc1ccc2nc(C)oc2c1	0.2	-2.6	-13	1.0	96	-1	3	1	-2	-9
COc1ccc(NC2CCCN(C(=O)CCC3=NNC(=O)CC3)C2)cc1 (stereo not drawn)	-0.1	-3.7	-1	0.4	103	0	6	4	-1	-8
COc1cc(CC(=O)OC2CCOC2=O)cc(OC)c1OC (stereo not drawn)	0.0	-0.6	6	0.3	102	-1	-7	3	2	-6
CCCN(CCC)Cc1c(C(=O)N/N=C/c2ccoc2)nnn1-c1nonc1N	0.0	0.6	7	-0.3	96	-10	12	1	-2	5

3 compounds out of the list, sorted by SMILES length, highest first:
molecule	aDG glyco up	MC4R barr agon	Cardio protect	hiPSC survival	ABCB6 inh 2	Granule exo inh	MC4R antagonist	N-glyco inh	HTR2A ag	ABHD5-PLIN5 inh
COc1cccc(C(CC(=O)NCCN2CCOCC2)NS(=O)(=O)c2ccc(C)cc2)c1OC (stereo not drawn)	-0.1	0.3	2	0.2	103	1	3	0	4	9
CCOc1ccc(S(=O)(=O)N(CC(=O)Nc2cc(C)on2)Cc2ccccc2Cl)cc1	-0.1	4.1	-1	-0.9	98	-5	17	0	-2	-12
C=CCC(CC=C)(C(N)=O)c1ccccc1	-0.4	-1.3	7	0.3	100	-4	12	-1	-6	-2

(list continues)
molecule	aDG glyco up	MC4R barr agon	Cardio protect	hiPSC survival	ABCB6 inh 2	Granule exo inh	MC4R antagonist	N-glyco inh	HTR2A ag	ABHD5-PLIN5 inh
CCn1c(=O)c2cc(C(=O)NCCN(C)C)sc2c2ccccc21	0.2	-1.0	4	-1.1	95	33	-7	16	-4	2
CN(C1CCCCC1)S(=O)(=O)c1cc2c3c(c1)CCN3C(=O)CC2	-0.1	1.9	-2	1.5	99	-3	18	3	-2	-7
Cc1c(CC(=O)NCC(=O)NCC(=O)O)c(=O)oc2cc3oc4c(c3cc12)CCCC4	-0.1	0.4	10	1.4	97	-9	-2	4	0	0
COc1ccc2[nH]c(=O)c(CN(Cc3ccco3)C(c3nnnn3Cc3ccccc3)C(C)C)cc2c1 (stereo not drawn)	0.7	-0.5	51*	-0.6	94	-4	16	-1	0	21
COc1ccccc1CNC(=O)CSC1=NCCS1	-0.2	-0.6	7	0.3	105	-3	8	1	-1	-15
